# Bioassay records from PubChem.
# E-sel inducer: E-selectin induction in HUVECs, primary screen, imaging, HUVEC, immunofluorescence imaging, single point | hit rate 0.37% among 260,000 | P16581 | normalized: neutral wells 0, TNF-alpha wells 100 | activation, % at 7.58 µM | AID 686992, 2013;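 active means mean E-selectin-positive cell signal at least 10% of the positive control, reached in at least 60% of replicates, without over 20% cell loss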;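 further: in these data hits start at about 27%; measured in HUVEC primary endothelial cells; signal is the percent of cells scored E-selectin positive by PE staining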
# Target sequence (P16581 whole entry, looked up): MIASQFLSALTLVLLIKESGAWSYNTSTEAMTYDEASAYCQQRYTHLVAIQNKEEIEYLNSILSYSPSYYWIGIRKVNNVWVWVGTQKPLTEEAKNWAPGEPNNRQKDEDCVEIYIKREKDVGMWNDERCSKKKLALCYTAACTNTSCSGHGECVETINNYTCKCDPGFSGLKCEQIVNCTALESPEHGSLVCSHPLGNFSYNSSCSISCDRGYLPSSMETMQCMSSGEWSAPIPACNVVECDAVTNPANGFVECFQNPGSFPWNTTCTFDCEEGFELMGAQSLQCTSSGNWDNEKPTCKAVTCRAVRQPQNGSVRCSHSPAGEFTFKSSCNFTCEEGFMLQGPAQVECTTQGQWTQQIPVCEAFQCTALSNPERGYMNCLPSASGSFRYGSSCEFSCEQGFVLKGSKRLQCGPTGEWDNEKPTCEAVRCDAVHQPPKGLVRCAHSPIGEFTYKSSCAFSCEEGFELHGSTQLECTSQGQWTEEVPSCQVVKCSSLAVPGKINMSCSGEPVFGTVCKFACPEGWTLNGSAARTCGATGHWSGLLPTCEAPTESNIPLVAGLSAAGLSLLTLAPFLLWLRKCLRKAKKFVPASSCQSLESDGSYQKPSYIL
#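 material = human umbilical vein endothelial cells (HUVEC), E-selectin induction | quantity = 3,000 cells/well | medium = EGM-2 growth medium on 0.1% gelatin-coated wells | technique = immunofluorescence imaging | read-out basis = % PE-positive cells | control set = TNF-alpha positive control, DMSO neutral control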
# RAD52 inh: RAD52 DNA annealing inhibitors, primary screen, biochemical, FRET, single point, set 2; inhibition, % at 18.7 µM; hit rate 0.46% among 360,000; DNA repair protein RAD52 homolog (Homo sapiens), P43351; AID 651710, 2012; recombinant RAD52 DNA annealing, FRET fluorescence;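 active means every replicate showing at least 50% inhibition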
# Target sequence (P43351 whole entry, looked up): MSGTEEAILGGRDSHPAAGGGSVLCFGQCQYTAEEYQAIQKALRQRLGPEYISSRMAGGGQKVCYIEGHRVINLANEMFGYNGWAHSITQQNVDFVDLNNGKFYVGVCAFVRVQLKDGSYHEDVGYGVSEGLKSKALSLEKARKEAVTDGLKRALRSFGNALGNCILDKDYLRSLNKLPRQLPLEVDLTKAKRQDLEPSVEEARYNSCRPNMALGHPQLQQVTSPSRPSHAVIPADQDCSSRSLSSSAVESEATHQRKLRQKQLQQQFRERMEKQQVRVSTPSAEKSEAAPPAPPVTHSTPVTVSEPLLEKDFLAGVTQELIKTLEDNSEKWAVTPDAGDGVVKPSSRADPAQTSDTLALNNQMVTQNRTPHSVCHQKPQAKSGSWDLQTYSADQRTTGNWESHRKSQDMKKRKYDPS
# Cneo AK release: Cryptococcus neoformans cell lysis inducers, primary screen, AK release luminescence, single concentration | C. neoformans lysis, adenylate kinase release luminescence, 4 h; normalised: neutral wells 0, clomiphene wells 100 | lysis activity, % at 15 µM | hit rate 0.2% among 360,000 | AID 651654, 2012;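 active means mean lysis activity across replicates of at least 80%, whatever share of replicates individually reach that level; inactive means mean lysis activity below 80%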
#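 Signal: Adenylate kinase release luminescence | Assay system: Log-phase Cryptococcus neoformans yeast cells | Input: Cells at 5 × 10^6 per mL | Buffer or medium: Fresh YPD growth medium | Compound: Single dose | Schedule: Static 4 h at 37 °C with compound, 1 h detection | Controls: Clomiphene | Read-out: Luminescence rise reflecting yeast cell lysis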
# RAD54 branch: inhibitors of human RAD54 branch migration, primary screen, biochemical, fluorescence, single point; DNA repair and recombination protein RAD54-like (Homo sapiens), Q92698; RAD54 Holliday junction branch migration, FAM/BHQ fluorescence; inhibition, % at 10.4 µM; hit rate 0.14% among 360,000;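 active means mean normalized replicate activity at least 40 and at least half of replicates scoring 40 or more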;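 further: 0% = median of neutral control wells and 100% = median of positive control wells; inhibitors cause a drop in the FAM fluorescence signal; in these data hits start at about 50%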
# miR122 inh: miR-122 Renilla sensor signal increase in Huh7, primary screen, miR-122 inhibitor project, cell-based, single point, plate reader. Huh7 miR-122 Renilla luciferase sensor, 48 h; neutral wells = 0, positive control = 100. activation (reporter increase), % at 12.5 µM. hit rate 0.3% among 340,000;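 active means mean replicate activation score at least 90 and every replicate individually at or above 90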;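 further: higher luciferase means less miR-122 activity so hits act as miR-122 inhibitors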
# PglD DTNB: C. jejuni PglD acetyltransferase inhibitors, primary screen, biochemical, DTNB colorimetric, single point | purified PglD enzyme, DTNB colorimetric CoA detection | inhibition, % at 12.5 µM | hit rate 0.098% among 360,000 | AID 602405, 2012; in the data active means inhibition above about 16%, passing the limit was not always enough; further: strong numbers were not always called active
# ERAP1 inh: human ERAP1 aminopeptidase inhibitors, primary screen, biochemical, single point, plate reader; Endoplasmic reticulum aminopeptidase 1 (Homo sapiens), Q9NZ08; recombinant ERAP1, Leu-AMC fluorescence, 60 min; inhibition, % at 10.7 µM; hit rate 0.15% among 340,000; AID 652197, 2013;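 active means mean replicate inhibition of at least 30%, or all replicates individually reaching that 30% level; inactive means mean below 30% and not every replicate reaching it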;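 further: 0% = neutral control wells and 100% = L-leucinethiol positive control wells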
# PGC1a acetyl inh: inhibitors of PGC1a acetylation signal, primary screen, cell-based, U2OS, AlphaScreen, inhibitor mode. AlphaScreen anti-acetyl-lysine; with virally co-expressed GCN5 acetyltransferase. hit rate 0.17% among 350,000. inhibition, % at 15.6 µM;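 active means every replicate shows inhibition of at least 40%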;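 further: 0% = neutral control wells and 100% = positive control wells; some results beyond the cut were filed as inactive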
# Numbers without * were called inactive; . = not tested or not shown; [ ] = dose if it differs, or a comment. Not a hit list; any-hit rate near 1.4%.
SMILES	E-sel inducer	RAD52 inh	Cneo AK release	RAD54 branch	miR122 inh	PglD DTNB	ERAP1 inh	PGC1a acetyl inh
O=C(O)c1ccc2c(c1)-c1cc(C(=O)O)ccc1S2(=O)=O	.	-2	5	9	-2	-1	3	-3
O=C(O)C1CSCN1S(=O)(=O)c1cccc2nsnc12 (stereo not drawn)	.	.	0	2	7	10	.	-2
COc1ccc(S(=O)(=O)Cc2ccc(C(=O)NC3CCCC3)o2)cc1	-0.1	-5	3	-4	-4	-6	.	-2
COc1ccc(N(CC(=O)NC2CCCC2)C(=O)Cn2nnc(-c3ccc(F)cc3)n2)cc1OC	.	-8	.	.	44	.	2	-1
CCOc1ccc(CCNC(=O)CCCN2C(=O)c3ccccc3C2=O)cc1OCC	.	.	-1	1	1	1	.	10
CC(C)(C)CC(C)(C)NC(=O)c1ccc2snnc2c1	0.1	-7	0	-3	5	3	0	12
C[C@H](CO)N1C[C@H](C)[C@H](CN(C)C(=O)c2ccc3c(c2)OCO3)Oc2cc(-c3cccnc3)ccc2S1(=O)=O	-0.2	-6	-8	4	-1[16.7 µM]	-1	0	1
COc1cc2c(cc1OC)CN(C(=O)Nc1ccccc1Cl)CC2	0.1	-41	-3	9	-9	-5	-5	-8
CN1CCN(c2ccccc2NC(=S)NC(=O)c2cc3ccccc3o2)CC1	0.5	-8	3	0	3	3	-4	11
C[C@H](CO)N1C[C@H](C)[C@H](CN(C)Cc2ccccc2)Oc2ncc(C#Cc3ccc(F)cc3)cc2C1=O	0.4	17	-1	5	5[16.7 µM]	-2	-1	-14
Cc1n[nH]c(C)c1S(=O)(=O)N1CCC(C(=O)N2CCn3c2nc2ccccc23)CC1	.	-8	2	4	-1	-1	0	.
O=C(/C(=N\Nc1ccc(Br)cc1)Sc1nnnn1-c1ccccc1)c1ccccc1	0.2	.	3	3	.	2	.	.
Cc1ccc2occ(-c3nn[nH]n3)c(=O)c2c1	4.0	-9	-1	3	11	-2	-1	-8
O=C(O)Cc1nc2nc3c(c(=O)n2[nH]1)CCCC3	.	.	1	-16	-6	-1	.	12
CC(C)C#Cc1cnc2c(c1)C(=O)N([C@@H](C)CO)C[C@H](C)[C@@H](CN(C)Cc1cccc(F)c1)O2	1.0	0	0	5	3[16.7 µM]	-1	7	3
C=CCN(C(=O)CNC(=O)c1ccco1)C(C(=O)NC1CCCC1)c1ccc(OC)cc1 (stereo not drawn)	.	-7	-1	-6	-1	-2	2	.
Cc1ccc(C(=O)NC2CCc3ccccc3C2=O)cc1 (stereo not drawn)	6.2	-10	-2	-4	-9	-5	-3	7
Cc1noc(C)c1NC(=O)N[C@@H]1C=C[C@H](CC(=O)N2CCCCC2)O[C@@H]1CO	0.0	3	-7	5	.	-3	0	21
O=c1[nH]c(N2CCc3ccccc3C2)nc2c1CCC2	.	.	3	-7	-1	-2	.	.
O=C(C[C@H]1CC[C@@H]2[C@H](COC[C@H](O)CN2Cc2ccncc2)O1)NCc1ccncc1	0.0	10	-3	1	-1[16.7 µM]	-3	1	3
Cc1nn(C)c(Cl)c1CN1CCC(CO)(CCOc2ccccc2)CC1	.	-9	20	4	5	4	-2	12
O=C(NCCN1CCOCC1)/C(=C/c1ccco1)NC(=O)c1ccccc1	-0.4	-8	0	-2	8	-1	0	8
COc1cc(C(=O)NC(C)c2cccc3ccccc23)cc(OC)c1OC (stereo not drawn)	0.0	-9	0	-2	3	-5	0	-6
Cc1ccc(S(=O)(=O)Nc2ccc3c(c2)C(=O)N([C@H](C)CO)C[C@H](C)[C@@H](CN(C)C(=O)c2ccccc2)OCCCC[C@H](C)O3)cc1	.	21	8	0	3[16.7 µM]	2	0	15
CCCN1C[C@H](C)[C@H](OC)CN(C)C(=O)c2cc(NS(=O)(=O)CC)ccc2OC[C@H]1C	2.1	11	-6	-1	4[16.7 µM]	3	0	-2
O=C(c1ccc(Cl)c(S(=O)(=O)Nc2ccc(F)cc2)c1)N1CCN(c2ccccn2)CC1	.	.	-2	3	42	0	.	1
O=c1cc(-c2ccc(OCc3ccccc3)cc2)oc2cc(OCc3ccccc3)cc(OCc3ccccc3)c12	0.1	-11	5	-13	-2	4	-9	6
C[C@@H]1CN([C@H](C)CO)C(=O)c2cc(-c3ccccc3)cnc2O[C@@H]1CN(C)C(=O)Nc1ccccc1	-0.3	15	1	-7	-1[16.7 µM]	-2	-3	15
C[C@@H]1CN([C@H](C)CO)C(=O)Cc2cc(NS(=O)(=O)c3ccc(Cl)cc3)ccc2O[C@@H]1CN(C)Cc1ccc(C(=O)Nc2ccccc2N)cc1	0.7	-4	.	.	.	.	1	-6
O=C(O)/C=C1\NC(=O)c2ccccc21	.	.	-1	-7	0	-10	.	15
O=C(O)C[C@H]1C[C@H]2c3cc(NC(=O)Cc4ccncc4)ccc3O[C@H]2[C@@H](CO)O1	-0.3	-1	.	.	.	.	0	-7
S=C(Nc1ccccc1)N1CCN(C/C=C/c2ccccc2)CC1	0.0	-19	.	.	.	.	-1	-8
C[C@@H]1CN([C@H](C)CO)C(=O)c2cc(C#Cc3ccccc3F)cnc2O[C@@H]1CN(C)C(=O)C1CCC1	0.1	7	-3	-7	-14[16.7 µM]	1	-1	1
CC(SC1=NCCN1S(=O)(=O)c1ccccc1)c1ccccc1 (stereo not drawn)	.	-5	-24	5	.	3	-2	.
CC(C)NC(=O)N(C)C[C@H]1Oc2cc(C#CC(C)(C)O)ccc2S(=O)(=O)N([C@@H](C)CO)C[C@@H]1C	-0.3	1	0	13	5[16.7 µM]	-4	2	22
Cc1ncc([N+](=O)[O-])n1Cc1ccc(Cl)cc1	3.7	-10	.	.	.	.	2	-8
CC(C)N1C(=O)N(c2cccc(Cl)c2)C(C)(O)CC1(C)C (stereo not drawn)	-0.3	-18	-5	-4	-1	-2	-5	.
Cc1oc(C(=O)Nc2ccc(C(=O)O)cc2)cc1COc1ccccc1	.	.	7	-1	21	-2	.	.
COCC(=O)N1CC[C@H]2[C@H](CO)Nc3ccc(C#Cc4ccccc4)cc3[C@H]21	0.2	4	10	7	9[16.7 µM]	-1	0	-15
N#Cc1ccc(Oc2ccc(S(=O)(=O)N3CCCCC3)cn2)cc1	.	-5	1	5	-4	1	-1	-2

# Some of the entries so far, as labelled records.
CC(C)NC(=O)N(C)C[C@H]1Oc2cc(C#CC(C)(C)O)ccc2S(=O)(=O)N([C@@H](C)CO)C[C@@H]1C
  E-sel inducer: -0.3	RAD52 inh: 1	Cneo AK release: 0	RAD54 branch: 13	miR122 inh: 5[16.7 µM]	PglD DTNB: -4	ERAP1 inh: 2	PGC1a acetyl inh: 22

Cc1ncc([N+](=O)[O-])n1Cc1ccc(Cl)cc1
  E-sel inducer: 3.7	RAD52 inh: -10	Cneo AK release: .	RAD54 branch: .	miR122 inh: .	PglD DTNB: .	ERAP1 inh: 2	PGC1a acetyl inh: -8

CC(C)N1C(=O)N(c2cccc(Cl)c2)C(C)(O)CC1(C)C (stereo not drawn)
  E-sel inducer: -0.3	RAD52 inh: -18	Cneo AK release: -5	RAD54 branch: -4	miR122 inh: -1	PglD DTNB: -2	ERAP1 inh: -5	PGC1a acetyl inh: .

Cc1oc(C(=O)Nc2ccc(C(=O)O)cc2)cc1COc1ccccc1
  E-sel inducer: .	RAD52 inh: .	Cneo AK release: 7	RAD54 branch: -1	miR122 inh: 21	PglD DTNB: -2	ERAP1 inh: .	PGC1a acetyl inh: .

# Following part
SMILES	E-sel inducer	RAD52 inh	Cneo AK release	RAD54 branch	miR122 inh	PglD DTNB	ERAP1 inh	PGC1a acetyl inh
CN1CCN(C(=O)CCN2C(=O)/C(=C/c3ccccc3Cl)SC2=S)CC1	.	-46	0	-4	-1	-4	-1	-28
Cn1cccc1-c1cc(C(=O)N/N=C/c2ccc([N+](=O)[O-])cc2)[nH]n1	.	-14	-3	9	.	5	-2	.
CCC(=O)N/N=C(\C)CC(=O)Nc1ccc(F)cc1	0.7	-5	.	.	.	.	1	2
CN1c2ccc(Br)cc2[C@@H]2[C@@H](CCN2S(=O)(=O)c2ccccc2F)[C@@H]1CO	0.2	-17	-11	-1	-13[16.7 µM]	-2	-1	-3
O=C(O)Cn1cnc2scc(-c3ccccc3)c2c1=O	.	2	-2	-2	-2	-1	3	.
Cc1occc1C(=O)Nc1ccc2c(c1)OCO2	.	.	-4	9	9	4	.	3
Cc1cc(C)nc(Nc2ncc(O)n2-c2ccc(C)c(Cl)c2)n1	.	.	-2	-11	-8	-3	.	-8
Cc1ccccc1NS(=O)(=O)c1ccc(OCC(=O)NCC2CCCO2)cc1 (stereo not drawn)	-0.9	-7	0	-6	.	-2	0	.

# In a second layout: results already given
# Every second line gives: E-sel inducer, RAD52 inh, Cneo AK release, RAD54 branch, miR122 inh, PglD DTNB, ERAP1 inh, PGC1a acetyl inh
CN1c2ccc(Br)cc2[C@@H]2[C@@H](CCN2S(=O)(=O)c2ccccc2F)[C@@H]1CO
  0.2, -17, -11, -1, -13[16.7 µM], -2, -1, -3
O=C(O)Cn1cnc2scc(-c3ccccc3)c2c1=O
  ., 2, -2, -2, -2, -1, 3, .
Cc1occc1C(=O)Nc1ccc2c(c1)OCO2
  ., ., -4, 9, 9, 4, ., 3
Cc1cc(C)nc(Nc2ncc(O)n2-c2ccc(C)c(Cl)c2)n1
  ., ., -2, -11, -8, -3, ., -8
Cc1ccccc1NS(=O)(=O)c1ccc(OCC(=O)NCC2CCCO2)cc1 (stereo not drawn)
  -0.9, -7, 0, -6, ., -2, 0, .

# New compounds follow:
SMILES	E-sel inducer	RAD52 inh	Cneo AK release	RAD54 branch	miR122 inh	PglD DTNB	ERAP1 inh	PGC1a acetyl inh
O=[N+]([O-])c1nn(-c2ccccc2)[n+]([O-])c1N1CCN(c2ccccc2)CC1	.	-3	-2	9	7	-10	0	-5
COc1ccc(NC(=O)CCCC(=O)O)cc1Cl	13	-4	.	.	-1	.	1	4
COc1ccc(C(=O)c2ccccc2)cc1CN1CCOCC1	0.8	-20	1	-4	-7	5	-4	2
COc1ccc(CCN2C(=O)C3C4CC(C5C(C(=O)NN)=NOC45)C3C2=O)cc1OC (stereo not drawn)	.	.	-3	-8	-5	5	.	3
CCOc1ccc(NC(=O)CSc2nnc(N)s2)c([N+](=O)[O-])c1	1.5	-10	-2	-18	.	-2	2	.
COCCNC(=O)C1CCC(Cn2c(=S)[nH]c3ccccc3c2=O)CC1 (stereo not drawn)	.	.	0	-6	4	3	.	.
C[C@H](CO)N1C[C@H](C)[C@H](CN(C)C(=O)c2cccc(F)c2)Oc2ncc(/C=C/c3ccccc3)cc2C1=O	0.3	39	-1	-9	1[16.7 µM]	-1	2	4
